EPAC2 antag – blocks human EPAC2 exchange factor; Q8WZA2; EPAC2 GEF exchange of Rap1B-BODIPY-GDP, fluorescence; Potency, µM (highest dose often 114 µM), for the others: at the highest dose activity, negative = inhibition, actives largely listed as inhibitors; 360,000 compounds, 0.18% hits; further: on the % scale 0 is the no-effect control and ±100 the full control effect; nearly all actives have a fitted effect of over 45% in size; many of its hits are not listed in these tables
Target sequence (Q8WZA2 whole entry, looked up): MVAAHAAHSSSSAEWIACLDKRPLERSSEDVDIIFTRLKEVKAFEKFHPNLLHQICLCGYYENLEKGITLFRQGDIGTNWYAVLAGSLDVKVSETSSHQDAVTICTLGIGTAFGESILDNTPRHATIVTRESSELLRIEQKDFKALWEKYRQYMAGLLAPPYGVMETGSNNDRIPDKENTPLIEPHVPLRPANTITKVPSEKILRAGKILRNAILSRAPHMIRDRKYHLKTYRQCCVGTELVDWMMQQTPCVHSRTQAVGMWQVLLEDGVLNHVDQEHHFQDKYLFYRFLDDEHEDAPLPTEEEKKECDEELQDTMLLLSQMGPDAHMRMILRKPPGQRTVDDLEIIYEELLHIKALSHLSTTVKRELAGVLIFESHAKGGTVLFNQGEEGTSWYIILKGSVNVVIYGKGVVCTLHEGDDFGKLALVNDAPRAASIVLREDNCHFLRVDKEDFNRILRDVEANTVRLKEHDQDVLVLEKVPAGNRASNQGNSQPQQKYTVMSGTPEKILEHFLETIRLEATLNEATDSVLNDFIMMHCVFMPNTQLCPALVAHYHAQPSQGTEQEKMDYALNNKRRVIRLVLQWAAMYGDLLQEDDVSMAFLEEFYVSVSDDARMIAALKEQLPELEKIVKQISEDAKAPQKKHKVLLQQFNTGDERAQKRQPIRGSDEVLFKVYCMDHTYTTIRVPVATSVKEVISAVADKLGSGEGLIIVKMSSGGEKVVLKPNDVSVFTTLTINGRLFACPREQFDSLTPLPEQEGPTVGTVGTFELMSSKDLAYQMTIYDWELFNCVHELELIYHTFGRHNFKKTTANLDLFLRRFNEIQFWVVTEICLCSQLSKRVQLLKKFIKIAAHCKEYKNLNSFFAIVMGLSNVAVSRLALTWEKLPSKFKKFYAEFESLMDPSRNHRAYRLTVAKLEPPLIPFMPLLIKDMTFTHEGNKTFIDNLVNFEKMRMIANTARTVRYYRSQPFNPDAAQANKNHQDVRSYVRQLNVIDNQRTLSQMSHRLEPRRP
Nrf2 ARE act – Nrf2 pathway activation; AID 624171; 410,000 compounds, 0.31% hits; AREc32 ARE-luciferase reporter (MCF7-derived line), luminescence, 24 h; Potency, µM (highest dose often 46.1 µM), inactives show at the top dose activation, hits mostly activators; further: % of control where 0% means no effect; nearly all actives have a fitted effect of over 65% in size
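AREc32_Fluc, 1000 cells/well, OPTI-MEM + 5% FBS, o/n 37 deg C 5% CO2; 23 nL cpd by pin tool, 24 hr; Steady-Glo 30 min RT, luminescence.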
S2 tox – reduces viability in counter-screen for ATXN expression inhibitors; S2 cells (HEK-293 line with an ATXN2-luciferase reporter) viability, CellTiter-Fluor protease fluorescence, 24 h; 400,000 compounds, 0.49% hits; Potency, µM (titrated, usually from 56.7 µM), usual class: cytotoxic; further: nearly all actives have a fitted effect of over 40% in size
TGFb SMAD3 inh – blocks TGF-b signaling; HepG2 CAGA-GFP TGF-b/SMAD3 reporter, GFP fluorescence, 18 h; TGF-beta stimulated, 500 pg/mL final; Potency, µM (top dose mostly 46.1 µM), for the others: top-dose activity, negative = inhibition, usual class: inhibitors; 410,000 compounds, 1.2% hits; further: on the % scale 0 is the no-effect control and ±100 the full control effect; nearly all actives have a fitted effect of over 65% in size
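Cell-based qHTS in HEPG2 carrying a CAGA-GFP Smad reporter; compounds added before 500 pg/mL final TGF-beta, 18 h incubation at 37 degrees C, GFP fluorescence quantified per cell by imaging cytometry.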
MCF10A rerep – induces DNA re-replication in MCF 10a normal breast cells | MCF 10A DNA re-replication, Hoechst nuclear intensity, 48 h | AID 624296 | 350,000 compounds, 2.9% hits | Potency, µM (series often up to 46.1 µM), for the others: at the highest dose activity, positive = re-replication, most hits filed as activators; further: % of control where 0% means no effect; nearly all actives have a fitted effect of over 50% in size
Nrf2 inh – Nrf2 pathway inhibition. AID 504444. A549 ARE-Fluc reporter, luciferase luminescence, 18-24 h. 360,000 compounds, 2.1% hits. Potency, µM (top dose mostly 46 µM), for the others: top-dose activity change, negative = inhibition, most hits filed as inhibitors; further: on the % scale 0 is the no-effect control and ±100 the full control effect; nearly all actives have a fitted effect of over 60% in size
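Quantitative HTS in A549 cells stably bearing an antioxidant response element-firefly luciferase construct. Inhibition of Nrf2-driven transcription was scored by luminescence after 18-24 h of compound exposure at 37 °C.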
A549 tox – kills or reduces viability of A549 cells in Nrf2 counter-screen; Potency, µM (doses to about 46 µM), inactives show top-dose activity change, negative = cytotoxicity, actives largely listed as inhibitors; 390,000 compounds, 0.16% hits; A549 ARE-Fluc cells, CellTiter-Fluor viability, 18-24 h; AID 504648; further: on the % scale 0 is the no-effect control and ±100 the full control effect
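A549 ARE_Fluc cells in 5% FBS OPTI-MEM were exposed to compounds in concentration-response for 18-24 h at 37 deg C. Viability was read by CellTiter-Fluor fluorescence (Ex 405/Em 525) after 30 min, before the luciferase read.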
HepG2 viability – counter-screen for TGF-b inhibitors: cytotoxicity in HepG2 cells; 410,000 compounds, 0.76% hits; HepG2 CAGA-GFP viability, ATP luminescence, 18 h; Potency, µM (highest dose often 46.1 µM), without a hit: at the top dose activity change, negative = cytotoxicity, usual class: cytotoxic; AID 588856; further: some results filed as inactive show a strong effect at the top dose
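CellTiter-Glo luminescence gave cytotoxicity after 18 hours at 37 degrees C. The cells were HepG2 CAGA-GFP in 1% FBS DMEM, stimulated with 500 pg/mL TGF-beta after compound addition. %Activity was normalised to no-cell wells (complete cell-killing) and DMSO (no toxicity), and curves were fitted and classified.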
ATXN2 expr inh – ATXN2 expression inhibition; HEK-293 ATXN2-luciferase reporter, luminescence, 24 h; Potency, µM (top dose mostly 57 µM), without a hit: top-dose activity change, negative = inhibition, hits mostly inhibitors; 360,000 compounds, 0.72% hits; further: on the % scale 0 is the no-effect control and ±100 the full control effect; nearly all actives have a fitted effect of over 55% in size
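qHTS (up to 57 uM final) was run with 24 h compound exposure of reporter cells at 37 °C. Each well was multiplexed: SteadyGlo luminescence measured ATXN2-luciferase expression after a fluorogenic Gly-Phe-AFC viability readout (25 uM final).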
Starred values were filed as active, the others as inactive; i = inactive; ? = inconclusive; . = not tested or not shown; [ ] = remark or other dose. The call rests on the fitted dose curve; in most records, active means well fitted curve in the direction sought with a large enough effect; inconclusive means small, poorly fitted or top-dose-only effect, or another doubt; inactive means no such curve, though single readings can be large; an effect the other way counts as inactive or inconclusive. Potency means the concentration at half of the fitted maximal effect. This is a subset; the hit share may differ from the screen's.

no. | SMILES | EPAC2 antag | Nrf2 ARE act | S2 tox | TGFb SMAD3 inh | MCF10A rerep | Nrf2 inh | A549 tox | HepG2 viability | ATXN2 expr inh
1 | Cc1cc(C)c(S(=O)(=O)N2CCCCC2CCNC(=O)C(=O)NCC2CCCO2)c(C)c1 (configuration not stated) | -4% | -0.5% | i | -11% | 6% | -7% | 1% | -2% | 2%
2 | CC(=NNC(=S)N1CC2CCC(CC2)C1)c1cccc(C)n1 | -3% | 17% | ? | ? | ? | ? | 9.2µM* | -48% | -29%
3 | CN(C(=O)c1cccc(NC(=O)Cc2ccccc2)c1)c1ccccc1 | 0% | 0.9% | ? | -20% | 4% | -9% | 1% | -18% | 35%
4 | O=C1C2C3C=CC(C2C(=O)N1c1ccc(O)cc1)C1C2C(=O)N(c4ccc(O)cc4)C(=O)C2C31 (configuration not stated) | 3% | -0.9% | i | 7% | 1% | 2% | 1% | -3% | .
5 | COc1ccccc1CNS(=O)(=O)c1ccc(-c2cc(C(F)(F)F)on2)s1 | . | 0.3% | . | ? | . | ? | -2% | -37% | .
6 | COc1c(C)cc(Br)cc1C(=O)Nc1cccc(NC(=O)c2ccco2)c1 | -6% | -0.7% | i | ? | ? | ? | -8% | 9% | ?
7 | CCOC(=O)C1(C)NC(c2ccc(OC)cc2OC)C2C(=O)N(c3cccc(OC)c3)C(=O)C21 (configuration not stated) | 14% | 0.1% | i | 3% | -2% | ? | 1% | 35% | 6%
8 | C=CCOC(=O)C1=C(C)Nc2nnnn2C1c1cccc(OC)c1OC (configuration not stated) | -25% | 4.0% | i | 25% | -5% | -11% | -7% | -22% | -2%
9 | COC(=O)c1c(NC(=O)c2ccc(N(C)S(=O)(=O)c3ccc(C)cc3)cc2)sc2c1CCCC2 | 0% | -0.4% | . | 8% | 5.8µM* | -7% | 3% | 1% | -24%
10 | COCc1cc(C)nc(Sc2nc3c(c(=O)n(C)c(=O)n3C)n2C)c1C#N | -5% | -0.3% | i | -3% | 2% | 12% | -8% | -26% | 31%
11 | O=C(CSc1nnc(COc2ccc(Br)cc2)o1)NC1CCCCC1 | 13% | 0.5% | i | -1% | 1% | 1% | 1% | 5% | 1%
12 | C[C@@H](NC(=O)c1nc[nH]c1C(=O)NCC(=O)OC(C)(C)C)c1ccccc1 | -12% | 1.0% | i | -4% | -1% | -21% | -3% | 0% | 6%
13 | O=C(COC(=O)C1CC2C=CC1C2)Nc1cccc(S(=O)(=O)N2CCCCCC2)c1 (configuration not stated) | -8% | -0.5% | i | -6% | ? | 1% | 6% | 2% | 6%
14 | Cc1ccccc1NC(=O)CCC(=O)N/N=C/c1ccc(F)cc1 | 1% | -0.5% | i | -2% | -7% | 14% | 1% | 10% | -17%
15 | O=S(=O)(/N=C(/c1ccccc1)N1CCCCC1)c1ccccc1 | -7% | -0.6% | i | 3% | ? | 15% | 0% | -2% | -3%
16 | CCN(CC)C1CCN(C(=O)c2ccc(OC3CCN(CCc4ccccc4)CC3)cc2)C1 (configuration not stated) | 5% | 2.6% | ? | 10% | -1% | ? | ? | -26% | -22%
17 | Cc1cccc(NC(=S)N/N=C2\CC(C)(C)Oc3ccc(O)cc32)c1 | ? | 14% | i | 5% | ? | ? | -10% | -23% | -15%
18 | COc1ccc(-c2nc(C(=O)NCCCN3CCOCC3)cc3c2[nH]c2ccccc23)cc1OC | 5% | 13% | ? | 36% | ? | ? | 0% | -20% | ?
19 | Cc1cc(OCC(=O)NCc2cccnc2)c2c(C)c(C)c(=O)oc2c1 | 3% | -0.1% | i | -2% | 0% | 11% | 0% | -3% | -14%
20 | COc1ccc(OC)c(NC(=S)NCc2cccnc2)c1 | -5% | 0.0% | i | 24% | 2% | -7% | 3% | -24% | -6%
21 | COc1ccc(CCNC(=O)Cn2c(=O)n(CCCC(=O)NCc3ccco3)c(=O)c3sccc32)cc1OC | 1% | -0.5% | ? | -4% | 17% | -3% | -3% | -23% | .
22 | COc1ccc(OCc2cc(C(=O)N[C@H]3CCCCNC3=O)no2)c(Cl)c1 | 6% | 0.5% | i | 6% | 6% | ? | 2% | -34% | 50%[activator]
23 | CCOc1ccc(CCNC(=O)Cn2c(=O)c3cccn3c3ccc(F)cc32)cc1OCC | . | -0.7% | . | -6% | . | 12% | 5% | -4% | .
24 | O=C1CC(SC2=NCCS2)C(=O)N1c1cccc(Cl)c1Cl (configuration not stated) | -1% | 0.4% | i | -13% | 27% | -22% | 1% | -2% | 0%
25 | C[C@H](CO)N1C[C@H](C)[C@@H](CN(C)C(=O)NC2CCCC2)Oc2cc(Br)ccc2S1(=O)=O | 5% | 0.2% | i | 1% | . | . | . | -25% | -6%
26 | Cc1ccc(CCNC(=O)NCc2noc3ccc(C)cc23)cc1 | . | 0.1% | ? | -3% | . | -3% | 0% | -2% | -4%
27 | CCC(/C=N/Nc1ccc(S(=O)(=O)N2CCCC2)cc1[N+](=O)[O-])CC | -1% | 0.3% | ? | 2% | 6% | 5% | -3% | 4% | -12%
28 | Cc1[nH]c(=S)c(C#N)c(C)c1CCC#N | 1% | -0.5% | i | 4% | 36% | 14% | -1% | -15% | 3%
29 | COCCCN(CC(=O)O)S(=O)(=O)c1cccc(Cl)c1 | 3% | -1.0% | i | -19% | 3% | 12% | -1% | -6% | -14%[11.3 µM]
30 | COc1ccc(Cl)cc1NC(=S)Nc1ccccc1F | -6% | 26% | i | -7% | 2% | -1% | 2% | -1% | 5%
31 | CS(=O)(=O)Cc1ccc(C(=O)N2CCCC2c2cccs2)cc1 (configuration not stated) | 8% | 0.1% | i | -5% | 3% | 4% | 1% | 5% | -3%
32 | CCc1ccc(-c2nn(-c3cc(Cl)ccc3[N+](=O)[O-])c(=O)c3ccccc23)cc1 | 5% | -0.2% | i | -4% | 0% | . | -7% | 8% | 8%
33 | CC1(C(=O)NCCc2c[nH]c3ccccc23)CCN1Cc1ccccc1OC(F)F (configuration not stated) | -14% | -0.1% | ? | ? | . | . | . | -27% | ?
34 | CCNc1nnc(-c2ccncc2)s1 | -1% | 0.1% | i | 4% | -2% | 10% | 1% | -6% | 12%
35 | O=C(CCCn1cc([N+](=O)[O-])cn1)NC1CCCCCC1 | -28% | -0.4% | i | 0% | 3% | -3% | -1% | -4% | -14%
36 | Cc1onc(-c2ccccc2)c1-c1nnc(COC(=O)c2ccc(O)cc2)o1 | -14% | 2.9% | i | 12% | 7% | 1% | 0% | -4% | -12%
37 | COc1ccc(CC(=O)N(Cc2nc(-c3ccc(C)cc3)no2)C(C)C)cc1 | . | 0.9% | ? | -17% | . | ? | -12% | -28% | -30%
38 | CC1CCCN(S(=O)(=O)c2coc(C(N)=O)c2)C1 (configuration not stated) | 24% | 0.0% | i | -12% | 1% | -4% | 7% | -17% | -2%
39 | CN(Cc1ccon1)C(=O)CC1C(=O)NCCN1Cc1ccccc1C(F)(F)F (configuration not stated) | -5% | 0.4% | i | 6% | 0% | -11% | -7% | -27% | 6%
40 | N#C/C(=C\c1ccc(OC(=O)c2ccc(Br)s2)cc1)c1nc2ccccc2[nH]1 | -17% | 6.3% | i | 16% | 8% | 24% | -17% | 18% | 46%[activator]
41 | COc1ccc(CCNC(=O)c2ccc3c(=O)n4c(nc3c2)CCC4)cc1OC | -3% | 0.4% | i | 6% | 8% | -8% | 1% | -1% | 2%
42 | Cc1csc(=Nc2ccccc2)n1CCO | -5% | -0.2% | i | -1% | ? | 8% | -2% | 19% | -8%
43 | COc1ccccc1NC(=O)Cn1c(=O)n2nc(C)nc2c2ccccc21 | 1% | 6.8% | i | 20% | -1% | 0% | 3% | -2% | 2%
44 | O=C(CSc1nnc2ccccn12)Nc1ccc2c(c1)OCO2 | 7% | -0.5% | i | 3% | -3% | 23% | -7% | 3% | 27%
45 | CCN(CC(=O)Nc1c(F)cccc1F)C(=O)/C=C/c1cn(Cc2ccccc2)nc1-c1cccnc1 | 2% | 0.2% | i | -13% | 2% | -1% | -4% | -2% | 5%
46 | Cc1nc(SCn2nnc3ccccc3c2=O)nc(C)c1C | 2% | 0.2% | i | 41%[activator] | 1% | 4% | -3% | -29% | 3%
47 | C=CCNc1nc(C)nc(OC)n1 | -4% | 0.1% | i | 0% | ? | -15% | -17% | -3% | 8%
48 | O=C(O)c1cccc(S(=O)(=O)NCCc2ccccc2)c1 | 7% | 0.1% | i | 7% | -3% | -10% | 7% | -5% | -1%
49 | CC(=O)c1c(C(C)=O)c(C)n(C2CCCCC2)c1C | 0% | -0.5% | i | 5% | 0% | -12% | -17% | -8% | 2%
50 | O=C(Nc1ccc(Cl)cc1)C1(S(=O)(=O)c2ccccc2)CC1 | -5% | 1.7% | i | -8% | 3% | -5% | 5% | -8% | -1%
51 | CC1C/C(=N\NC(=O)CCc2ccc(S(=O)(=O)N3CCOCC3)cc2)CC(C)(C)C1 (configuration not stated) | -4% | 1.3% | i | -6% | -1% | 4% | 10% | -5% | 4%

Three entries already listed, sorted by the number in Nrf2 inh, largest number first:
| nr | Structure | EPAC2 antag | Nrf2 ARE act | TGFb SMAD3 inh | Nrf2 inh |
| --- | --- | --- | --- | --- | --- |
| 44 | O=C(CSc1nnc2ccccn12)Nc1ccc2c(c1)OCO2 | 7% | -0.5% | 3% | 23% |
| 31 | CS(=O)(=O)Cc1ccc(C(=O)N2CCCC2c2cccs2)cc1 (configuration not stated) | 8% | 0.1% | -5% | 4% |
| 36 | Cc1onc(-c2ccccc2)c1-c1nnc(COC(=O)c2ccc(O)cc2)o1 | -14% | 2.9% | 12% | 1% |

Of the compounds above, 4 contain two or more sulfur atoms:
no. | SMILES | EPAC2 antag | Nrf2 ARE act | S2 tox | TGFb SMAD3 inh | MCF10A rerep | Nrf2 inh | A549 tox | HepG2 viability | ATXN2 expr inh
5 | COc1ccccc1CNS(=O)(=O)c1ccc(-c2cc(C(F)(F)F)on2)s1 | . | 0.3% | . | ? | . | ? | -2% | -37% | .
9 | COC(=O)c1c(NC(=O)c2ccc(N(C)S(=O)(=O)c3ccc(C)cc3)cc2)sc2c1CCCC2 | 0% | -0.4% | . | 8% | 5.8µM* | -7% | 3% | 1% | -24%
24 | O=C1CC(SC2=NCCS2)C(=O)N1c1cccc(Cl)c1Cl (configuration not stated) | -1% | 0.4% | i | -13% | 27% | -22% | 1% | -2% | 0%
31 | CS(=O)(=O)Cc1ccc(C(=O)N2CCCC2c2cccs2)cc1 (configuration not stated) | 8% | 0.1% | i | -5% | 3% | 4% | 1% | 5% | -3%

Screening results (PubChem)
